Screening data deposited in PubChem by National Center for Advancing Translational Sciences (NCATS).
D1 agonist: agonists of human D1 dopamine receptor. P21728. HEK293 T-REx D1 cells, calcium flux, agonist mode. activation, % at 2 µM. hit rate 1% among 360,000; in the data active = activation above about 30%; note: 0% is about no effect
Target sequence (P21728 whole entry, looked up): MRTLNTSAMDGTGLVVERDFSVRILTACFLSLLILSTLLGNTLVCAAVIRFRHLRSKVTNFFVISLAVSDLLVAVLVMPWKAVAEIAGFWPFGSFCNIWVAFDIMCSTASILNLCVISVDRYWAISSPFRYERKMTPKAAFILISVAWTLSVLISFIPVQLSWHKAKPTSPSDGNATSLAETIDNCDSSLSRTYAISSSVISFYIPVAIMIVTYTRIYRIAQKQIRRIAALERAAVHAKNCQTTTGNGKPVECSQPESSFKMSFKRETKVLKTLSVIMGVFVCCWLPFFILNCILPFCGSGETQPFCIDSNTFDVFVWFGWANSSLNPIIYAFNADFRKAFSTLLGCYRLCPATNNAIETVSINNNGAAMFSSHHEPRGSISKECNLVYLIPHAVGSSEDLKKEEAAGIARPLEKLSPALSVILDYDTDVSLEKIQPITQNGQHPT
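Tetracycline-induced HEK293 TREx D1 cells, force-coupled to calcium signalling, were dye-loaded with a no-wash calcium kit. Compound was pin-added after a 10 s baseline. Fluorescence was read kinetically at 1 cycle/s for 180 s, with calcium rises flagged as agonism.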
TRHR PAM: TRH receptor (human) allosteric enhancement. P34981. TRHR cells, fluo-8 calcium fluorescence, EC20 TRH enhancement. enhancement, % at 2 µM. hit rate 0.66% among 360,000; in the data active = enhancement above about 30%; note: 0% is about no effect
Target sequence (P34981 whole entry, looked up): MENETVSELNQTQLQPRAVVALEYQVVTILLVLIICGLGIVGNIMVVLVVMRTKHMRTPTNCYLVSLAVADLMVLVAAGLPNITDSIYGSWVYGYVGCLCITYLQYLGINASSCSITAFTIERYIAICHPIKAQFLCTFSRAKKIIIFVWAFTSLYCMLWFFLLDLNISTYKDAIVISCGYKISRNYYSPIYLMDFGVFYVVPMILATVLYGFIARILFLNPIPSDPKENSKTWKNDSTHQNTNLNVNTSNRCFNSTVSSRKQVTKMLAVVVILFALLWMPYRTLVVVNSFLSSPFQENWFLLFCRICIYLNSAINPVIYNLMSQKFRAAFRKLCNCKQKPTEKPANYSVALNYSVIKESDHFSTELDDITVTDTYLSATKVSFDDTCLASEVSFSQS
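Enhancer read-out: after compound pinning and an initial kinetic agonist-mode read, an EC20 of TRH (10 nM final) was injected and fluo-8 calcium signal (Ex 480/Em 530) followed at 1 s/cycle for 100 cycles in TRHR-expressing cells.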
RXFP1 ag: agonists of human relaxin receptor RXFP1 | Q9HBX9 | HEK293T-RXFP1 cAMP TR-FRET, 30 min; response scale: percent of porcine relaxin response, buffer zero | Potency, µM (titrated, usually from 57.5 µM), inactives show at the top dose activation, usual class: activators | hit rate 0.3% among 370,000 | AID 2676; note: potency is the fitted concentration of half-maximal effect; % is set by controls: 0 for no effect and ±100 for the full control effect; nearly all actives have a fitted effect of over 60% in size; many of its hits are not listed in these tables
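HEK293T cells stably expressing RXFP1 were pretreated with the PDE4 inhibitor Ro 20174, exposed to compounds for 30 min at 37C, lysed, and cAMP was read by TR-FRET. Data normalized to buffer (basal) and 29 nM porcine relaxin (100%).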
D2 potentiator: positive allosteric modulators of human D2 dopamine receptor; HEK293 T-REx D2, calcium flux, EC20 dopamine potentiation; hit rate 0.34% among 340,000; potentiation, % at 10 µM; P14416; AID 485347;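 active = potentiation over 3 SD above the plate norm, cut at about 30% in these data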; note: 0% is about no effect
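Calcium flux readout, no-wash dye, 1 read/s. Inducible HEK293 Trex D2 line, overnight 30 C. Compound alone 180 s (agonist flags), then EC20 dopamine, another 180 s to score potentiation.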
D1 potentiator: enhances dopamine response at the human D1 receptor; potentiation, % at 10 µM; P21728; hit rate 0.036% among 360,000; HEK293 TREx D1 cells, calcium flux, dopamine EC20 potentiation; AID 504651; in the data active = potentiation above about 30%; note: 0% is about no effect
TRHR agonist: TRH receptor (human) agonism; hit rate 0.18% among 360,000; activation, % at 2 µM; TRHR cells, calcium flux fluo-8, FDSS agonist mode; in the data active = activation above about 30%; note: 0% is about no effect
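TRHR-expressing cells loaded with fluo-8 calcium dye; 23 nL library compound pin-transferred, kinetic FDSS fluorescence (Ex 480/Em 530) recorded about 180 s for agonist-induced calcium release, before a 10 nM TRH EC20 addition for potentiator mode.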
Anesthetic bind: binds horse apoferritin like a general anesthetic; apoferritin/1-aminoanthracene competitive binding, fluorescence; Potency, µM (doses to about 77.5 µM), for the others: at the highest dose activity change, negative = displacement, hits mostly inhibitors; hit rate 0.074% among 350,000; AID 485281; note: potency is the fitted concentration of half-maximal effect; % is set by controls: 0 for no effect and ±100 for the full control effect; nearly all actives have a fitted effect of over 20% in size
Target sequence (P02791 2-175 limits assumed): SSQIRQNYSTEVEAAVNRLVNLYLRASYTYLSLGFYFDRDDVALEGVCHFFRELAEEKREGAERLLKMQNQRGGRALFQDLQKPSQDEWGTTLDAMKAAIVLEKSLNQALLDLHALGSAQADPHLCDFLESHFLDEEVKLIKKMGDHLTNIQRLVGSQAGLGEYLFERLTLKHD
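Read-out: endpoint 1-AMA fluorescence, excitation 380 nm and emission 535 nm, after compounds sit 10 min at room temperature with 10 uM horse-spleen apoferritin in 50% saturated 1-AMA/PBS. Values come from four-parameter Hill fits.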
D1 antagonist: antagonists of human D1 dopamine receptor | P21728 | HEK293 TREx D1 cells, calcium flux, dopamine EC80; hits give low values | activity change, negative = inhibition, % at 10 µM | hit rate 3.2% among 360,000; in the data active = activity change below about -30%; note: % is set by controls: 0 for no effect and ±100 for the full control effect
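After overnight tetracycline induction at 30 C, force-coupled D1 HEK293 cells took up a no-wash calcium dye at room temperature. Compounds were added and monitored 180 s, and the response to EC80 dopamine was then recorded.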
RXFP1 antag: RXFP1 (human) relaxin receptor antagonism; HEK293-RXFP1, relaxin-stimulated cAMP HTRF, 30 min; hits give low values; Q9HBX9; hit rate 0.59% among 350,000; AID 1259400; activity change, negative = inhibition, % at 57.5 µM;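 active = activity change of -60% or lower, but not beyond a set lower limit; inconclusive = change between -60% and -40%, or beyond the set limit; inactive = change above -40%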; note: % is set by controls: 0 for no effect and ±100 for the full control effect
* marks the source's active call; other numbers are inactive results; ? = inconclusive; · = no result given; [ ] = dose if it differs, or a comment. Unless noted, calls come from the whole dose curve; as a rule, active = well fitted curve in the direction sought with a large enough effect; inconclusive = small, poorly fitted or top-dose-only effect, or another doubt; inactive = no such curve, though single readings can be large; an effect the other way counts as inactive or inconclusive. The list is partial (hit frequency here may not be typical).

SMILES | D1 agonist | TRHR PAM | RXFP1 ag | D2 potentiator | D1 potentiator | TRHR agonist | Anesthetic bind | D1 antagonist | RXFP1 antag
CCc1ccccc1NC(=O)Cc1c(C(=O)O)[nH]c2ccc(Cl)cc12 | 3 | -1 | -5.1% | -7 | 1 | -0.1 | -12% | 0 | ·
COc1cc(/C=N/Nc2ccccc2C(F)(F)F)ccc1O | 1 | -1 | 0.3% | · | 8 | 1.2 | ? | -6 | 3
CC(C)c1ccc(NC(=O)CN2C=NS(=O)(=O)c3ccccc32)cc1 | 2 | 5 | 2.5% | -12 | -3 | 0.1 | -2% | 6 | -8
CC(C)C(=O)N1CCN(c2ccc(NC(=O)c3ccco3)cc2Cl)CC1 | 12 | -6 | -2.3% | -3 | · | 0.5 | -13% | 4 | 14
Cc1ccc(NC(=O)CSc2cn[nH]n2)cc1 | 1 | 3 | 1.0% | 1 | -8 | -1.4 | -1% | -20 | -1
CCOc1ccccc1N1CCN(S(=O)(=O)c2ccc(C3CCCCC3)cc2)CC1 | -2 | 5 | -0.4% | -12 | 2 | 0.0 | -2% | -6 | -16
CCOc1ccc2c(c1)/C(=N/N1C(=O)c3ccccc3C1=O)C(=O)N2 | 1 | -2 | -0.7% | · | -3 | 0.3 | -16% | 11 | 4
CC(=O)N1CCN(CC(O)Cn2c3ccccc3c3ccccc32)CC1 (centres undefined) | 7 | 13 | -2.1% | -1 | -6 | 0.4 | -1% | -19 | 1
CCOC(=O)Cc1nnc(NC(=O)C(CC)Sc2nnc3c4ccccc4n(C)c3n2)s1 (centres undefined) | 1 | 9 | 12% | 0 | -2 | 0.3 | 6% | 1 | 10
O=C(NC(=S)NNS(=O)(=O)c1ccccc1)c1cccnc1 | 1 | 5 | 1.2% | 1 | -4 | 3.4 | -3% | 8 | 8
CCN(Cc1ccncc1)C(=O)CC1C(=O)NCCN1Cc1ccc(F)c(F)c1 (centres undefined) | 2 | -1 | 1.8% | 12 | -1 | 0.6 | -1% | 0 | -7
COC(=O)CN(n1cnnc1)S(=O)(=O)c1ccc(C)cc1 | 2 | 0 | -1.3% | -3 | -4 | 0.1 | -10% | -15 | -4
CC(C)C[C@H]1CN=C(Nc2ccccc2)N1CC1CCC(C)CC1 (some centres undefined) | 16 | -2 | 0.2% | 1 | -6 | 0.7 | -11% | 23 | ·
CCc1noc(C)c1C(=O)NNC(=O)c1ccccc1 | 1 | 3 | 1.2% | -8 | -5 | 1.4 | · | -15 | 8
COc1cc(CC(NC(C)=O)C(=O)NC2CCN(S(=O)(=O)c3ccc(NC(C)=O)cc3)CC2)cc(OC)c1 (centres undefined) | -2 | 0 | -1.4% | -6 | 11 | 0.6 | 9% | -9 | 6
CN1/C(=C\C(=O)COC(=O)Cn2nnc(-c3ccccc3)n2)C(C)(C)c2ccccc21 | 6 | -6 | 2.3% | 3 | -5 | 1.7 | 169%[activator] | -35* | 0
CCCOc1cccc(C(=O)Nc2cccc(NC(=O)c3ccc(C(C)(C)C)cc3)c2)c1 | 2 | -5 | 0.1% | -10 | -1 | -0.2 | -6% | -1 | 2
CCS(=O)(=O)N1CCN(Cc2c[nH]c3ccccc23)CC1 | 3 | 1 | 0.6% | -19 | -1 | 0.7 | -13% | -16 | -19
O=C(NN=C1CCC(=NNC(=O)c2cccnc2)CC1)c1cccnc1 | 0 | -2 | 0.1% | 1 | -5 | 1.1 | -9% | 20 | 1
O=C(Nc1cccnc1N1CCOCC1)c1cccs1 | 1 | -6 | 1.5% | -1 | 0 | 0.4 | -3% | 18 | -1
CC(=O)Nc1sc(NC(=O)c2ccc(Cl)cc2)nc1-c1cccs1 | -1 | -4 | 1.0% | -4 | 0 | -0.4 | -13% | 6 | -9
CS(=O)(=O)Nc1ccc(C2=NN(C(=O)c3ccco3)C(c3ccccc3)C2)cc1 (centres undefined) | 1 | -1 | 1.4% | 1 | 0 | -0.7 | -7% | 30 | -8
OCCCC1CCCN(Cc2cn[nH]c2-c2ccc(F)cc2F)C1 (centres undefined) | 0 | -12 | 0.3% | -14 | -4 | 0.4 | -9% | -5 | 0
CCOC(=O)c1[nH]cnc1C(=O)Nc1ccc(Cl)cc1 | 0 | 5 | 0.4% | -8 | -10 | 0.4 | -7% | 0 | 2
CC(C)(C)OC(=O)N1CCCC1C(=O)N1CCc2ccccc21 (centres undefined) | 0 | -2 | 0.8% | -4 | -2 | 0.6 | 1% | -7 | 2
Cc1nc(Nc2cccc(Cl)c2)c2oc3ccccc3c2n1 | 3 | -5 | 8.2% | -10 | 0 | -0.6 | 2% | 17 | -12
CC(C)C(=O)N1CCN(c2ccc(NC(=O)COc3ccccc3[N+](=O)[O-])cc2)CC1 | 12 | -3 | 2.8% | 5 | -7 | 0.5 | -16% | -31* | -22
O=C(c1c2c(nc3ccccc13)C(=O)N(C1CCCCC1)C2)N1CCN(c2ccc(F)cc2)CC1 | 2 | -1 | -3.8% | 11 | -1 | -0.6 | 3% | 17 | -10
CC1(C)C(=O)OC(c2c3ccccc3cc3ccccc23)C(C)(C)C1=O (centres undefined) | 2 | 4 | 5.6% | 3 | 4 | 0.0 | -1% | 17 | -27
Cc1nc2nc(SCC(=O)NCCCN3CCCC3)nn2c(C)c1Cc1ccccc1Cl | 5 | 4 | 5.5% | -6 | · | -0.8 | -6% | -12 | -5
O=C(NCC1CCCO1)C(c1cccs1)N(Cc1cccs1)C(=O)Cn1nnc(-c2cccs2)n1 (centres undefined) | 5 | -1 | 1.8% | -13 | -8 | 0.5 | -13% | -28 | 2
C[C@@H](NC(=O)[C@@H]1Cc2ccccc2CN1C(=O)OC(C)(C)C)C(=O)NC1CCCCC1 | 1 | -8 | 1.3% | -3 | -1 | 0.4 | -10% | -14 | 1
CSc1ccc(CN(C)C(=O)c2cccc(S(=O)(=O)N3CCN(Cc4ccccc4)CC3)c2)cc1 | 14 | -2 | 1.6% | 12 | -11 | 0.5 | · | -14 | -5
COc1ccc(CCNC(=O)Cc2cc(OC)c(OC)cc2[N+](=O)[O-])cc1OC | 7 | 0 | 1.7% | -7 | -7 | 0.0 | -15% | -16 | 0
CCCCN(CC)C(=O)CSc1nc2n[nH]c(C)c2c(=N)n1-c1cccc(OC)c1 | 1 | 27 | 29% | 2 | -5 | -1.1 | -6% | -9 | ?
COc1ccccc1-c1nnc(SCC(=O)Nc2ccccc2)o1 | 14 | -5 | 1.9% | -4 | 1 | -2.0 | -15% | 6 | -7
COc1ccc(C(=O)NC2CCSc3ccccc32)cc1S(=O)(=O)N1CCOCC1 (centres undefined) | 1 | 5 | 0.9% | 2 | -5 | -0.3 | · | -18 | -15
CN(C(=O)CSc1nnc(-c2n[nH]c3ccccc23)o1)c1ccccc1 | 3 | -12 | 0.0% | 0 | 0 | 0.8 | -13% | -6 | -26
CCOC(=O)NC1C=CS(=O)(=O)C1 (centres undefined) | 1 | -3 | 2.2% | -1 | -1 | 0.0 | -6% | 5 | 5
COC(=O)c1cnn2c(C(F)(F)F)cc(-c3ccco3)nc12 | 1 | 1 | 1.7% | · | -3 | -1.0 | 155%[activator] | 4 | 2
O=C(Nc1ccc(-c2ccc(N3CCCCC3)nn2)cc1)c1ccco1 | 1 | 0 | 3.7% | 0 | 0 | 0.3 | · | -16 | -21
Cc1ccc(NC(=O)Cn2c(=O)n(Cc3nc(-c4ccccc4)no3)c(=O)c3ccccc32)c(C)c1 | 1 | 6 | ? | 3 | 1 | 1.4 | -8% | 3 | -2
CCOc1ccc(NC(=O)CN(C)C(=O)c2ccccc2-n2cnnn2)cc1OCC | 2 | 1 | 0.0% | -2 | -1 | 0.1 | · | 14 | 6
O=C(c1ccccc1)C(Sc1ncn[nH]1)c1ccccc1 (centres undefined) | 0 | -4 | 0.0% | 10 | -9 | -0.2 | -12% | 9 | 9
CNc1c(NS(=O)(=O)c2ccc(Cl)cc2)c(=O)oc2ccccc12 | 6 | 4 | -1.3% | -3 | -8 | 0.4 | 0% | 14 | -22
Cc1cccc(NC(=O)CSc2nc3[nH]ncc3c(=O)[nH]2)c1 | -2 | 4 | -1.1% | 6 | 5 | 0.4 | 5% | 2 | -6
CS/C(=N\S(=O)(=O)c1ccccc1)c1ccccc1 | 4 | 8 | 0.6% | 3 | -3 | -0.4 | -16% | -1 | 7
Brc1ccc(Nc2ncnc3[nH]ncc23)cc1 | 1 | 0 | 3.4% | 5 | -2 | 0.3 | -13% | -4 | 1
O=C1C(CCCNC(=S)NCc2ccccc2)NC(=S)N1Cc1ccccc1 (centres undefined) | 10 | -10 | 0.3% | -1 | -6 | 0.6 | -12% | -19 | 5
O=C(Cn1c(SCc2ccccc2)nc2ccccc21)N1CCOCC1 | 6 | 2 | 1.1% | 23 | 1 | -0.3 | -14% | -18 | 14
CSc1nc2n(n1)C(c1cccs1)C1=C(CCCC1=O)N2 (centres undefined) | 0 | -2 | -0.5% | -14 | 4 | 0.3 | -2% | 3 | -11
CCc1sc(NC(=O)c2cc3ccccc3oc2=O)nc1-c1cccs1 | 2 | -1 | 2.1% | 1 | -6 | 1.2 | 0% | -8 | 9
Cc1ccc2c(c1)c1c(n2CC(O)CN2CCC(C)CC2)CCCC1 (centres undefined) | 7 | 4 | -1.2% | -20 | -21 | 3.3 | -24% | -28 | -33
O=C(Nc1cccc(NS(=O)(=O)c2ccc(S(=O)(=O)NC3CC3)cc2)c1)c1ccccn1 | 0 | 1 | 1.0% | -3 | -3 | -0.1 | -21% | -1 | 2
O=S(=O)(c1ccc(Cl)cc1)c1nc(-c2ccco2)oc1N1CCOCC1 | -1 | 0 | -0.7% | 2 | -3 | 0.7 | 0% | 0 | -3

4 compounds from above with just RXFP1 ag, D2 potentiator and TRHR agonist.
| molecule | RXFP1 ag | D2 potentiator | TRHR agonist |
| --- | --- | --- | --- |
| Brc1ccc(Nc2ncnc3[nH]ncc23)cc1 | 3.4% | 5 | 0.3 |
| O=C1C(CCCNC(=S)NCc2ccccc2)NC(=S)N1Cc1ccccc1 (centres undefined) | 0.3% | -1 | 0.6 |
| O=C(Cn1c(SCc2ccccc2)nc2ccccc21)N1CCOCC1 | 1.1% | 23 | -0.3 |
| CSc1nc2n(n1)C(c1cccs1)C1=C(CCCC1=O)N2 (centres undefined) | -0.5% | -14 | 0.3 |
